# Compound activity (PubChem BioAssay)
# LAP4 TOR yeast: alters LAP4-GFP fluorescence in TOR pathway yeast screen; S. cerevisiae LAP4-GFP multiplex, flow cytometry GFP, 3 h; median GFP as percent of DMSO wells; GFP response vs DMSO, % at 10 µM; 320,000 tested, 0.34% active; AID 2023;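 active = GFP response vs DMSO above a set limit, about the screen mean plus 3 SD, cut at about 150% in these data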
# CIT2-GFP yeast: yeast TOR pathway CIT2-GFP modulation | GFP response vs DMSO, % at 10 µM | AID 2029 | S. cerevisiae CIT2-GFP strain, flow cytometry, 3 h; 100 means same as DMSO wells | 320,000 tested, 0.065% active;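 active = GFP response relative to DMSO above a set limit, near the screen mean plus 3 SD, cut at about 150% in these data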;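 note: ratio of well median GFP fluorescence to mean of DMSO wells on the plate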
# AGP1-GFP MLPCN: modulators of TOR pathway AGP1-GFP in S. cerevisiae; S. cerevisiae AGP1-GFP multiplex flow cytometry, 3 h; GFP as percent of DMSO wells; GFP response vs DMSO, % at 10 µM; 320,000 tested, 0.02% active; AID 2066;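 active = GFP response relative to DMSO above a set limit, near screen average plus 3 SD, cut at about 150% in these data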;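 note: median GFP channel fluorescence of the gated AGP1 strain per well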
# VLA-4 inh: inhibition in a human VLA-4 binding assay; P13612; VLA-4 expressing cells, ligand binding flow cytometry; inhibition, % (about 7 µM as worked out from the volumes in the protocol); 330,000 tested, 0.2% active; in the data active = inhibition above about 50%
# Yeast superoxide: lowers age-related superoxide in aged yeast cells; S. cerevisiae aged cells, superoxide DHE fluorescence; stronger effect = lower value; superoxide response (% of plate mean), % at 10 µM; 330,000 tested, 0.18% active;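 active = superoxide response under a set limit, about three screen SD below normal, cut at about 65% in these data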;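 note: yeast aged for seven days with compound at 30 °C before DHE staining; 100% = average MFI of all compound-treated wells on the plate with controls excluded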
# MEP2 TOR yeast: yeast TOR pathway MEP2-GFP modulation | 330,000 tested, 0.51% active | GFP response vs DMSO, % at 10 µM | S. cerevisiae MEP2-GFP strain, flow cytometry GFP, 3 h; 100% = DMSO control level | AID 2016;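 active = GFP response versus DMSO above a set limit, roughly screen mean plus 3 SD, cut at about 180% in these data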;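 note: median GFP fluorescence of the barcode-gated MEP2-GFP cells per well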
# GRK2 inh: blocks RNA aptamer binding to human GRK2 | P25098 | inhibition of aptamer binding, % at 10 µM | bead flow cytometry, FAM-aptamer displacement from GRK2 | 330,000 tested, 0.59% active;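 active = inhibition of aptamer binding above 40%, roughly 3 SD of noise, on plates passing a quality check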;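 note: median bead fluorescence of bound FAM aptamer so fluorescent compounds give negative values; no value below 0 was filed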
# Target sequence (P25098 whole entry, looked up): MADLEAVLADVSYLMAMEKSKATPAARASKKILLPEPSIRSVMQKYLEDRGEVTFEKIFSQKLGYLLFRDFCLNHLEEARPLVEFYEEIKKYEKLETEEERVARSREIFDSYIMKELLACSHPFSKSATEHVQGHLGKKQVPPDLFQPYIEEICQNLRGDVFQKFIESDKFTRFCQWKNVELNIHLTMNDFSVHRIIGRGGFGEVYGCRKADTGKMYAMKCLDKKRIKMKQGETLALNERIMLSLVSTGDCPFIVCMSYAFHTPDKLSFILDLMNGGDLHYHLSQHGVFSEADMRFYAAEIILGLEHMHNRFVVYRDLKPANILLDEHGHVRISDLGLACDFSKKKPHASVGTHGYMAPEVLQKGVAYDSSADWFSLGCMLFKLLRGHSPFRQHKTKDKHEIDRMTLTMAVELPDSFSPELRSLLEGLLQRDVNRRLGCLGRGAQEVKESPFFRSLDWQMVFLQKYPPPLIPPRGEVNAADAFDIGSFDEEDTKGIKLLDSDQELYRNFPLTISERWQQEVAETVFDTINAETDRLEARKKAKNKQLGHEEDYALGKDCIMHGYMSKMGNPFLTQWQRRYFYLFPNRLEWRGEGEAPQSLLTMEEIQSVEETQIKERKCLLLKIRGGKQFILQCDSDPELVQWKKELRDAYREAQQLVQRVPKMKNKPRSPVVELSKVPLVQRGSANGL
# RPL19A TOR yeast: modulators of TOR pathway RPL19A-GFP in S. cerevisiae; S. cerevisiae RPL19A-GFP strain, flow cytometry, 3 h; stronger effect = lower value; percent response vs DMSO, % at 10 µM; 330,000 tested, 0.3% active;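 active = percent response vs DMSO below 50%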;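 note: median channel GFP fluorescence of the barcoded RPL19A-GFP strain; ratio of sample median GFP to plate DMSO average so 100% = DMSO; lower means less RPL19A-GFP as with rapamycin TOR inhibition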
# Active calls of the source: *; / = no result given. An excerpt, so the mix of outcomes need not match the whole.
SMILES,LAP4 TOR yeast,CIT2-GFP yeast,AGP1-GFP MLPCN,VLA-4 inh,Yeast superoxide,MEP2 TOR yeast,GRK2 inh,RPL19A TOR yeast
O=C1NC(=O)N(CCC2=CCCCC2)C(=O)/C1=C\c1cccs1,123,76,83,3,97,85,4,94
CC(C)(C#CC(=O)O)OOC(c1ccccc1)(c1ccccc1)c1ccccc1,91,96,93,0,94,106,3,102
COc1ccccc1-n1c(CNCC2CCCO2)nc2ccccc2c1=O (stereo not given),95,97,99,2,104,99,3,97
CN1CCCN(c2ccc([N+](=O)[O-])nc2)CC1,89,98,95,4,94,102,11,98
Cc1cccc(CSc2nc3c(cc2C#N)CN(C)CC3)c1,100,103,95,-22,104,97,3,98
Fc1ccc(CCNCc2cccc(Cl)c2)cc1,100,105,102,31,101,104,0,100
COC(=NC1CCCC1)C(O)c1c[nH]c2ccccc12 (stereo not given),104,100,103,-5,96,101,0,99
CCCCn1c(O)c(C(=O)/C=C/c2c[nH]c3ccccc23)c(=O)[nH]c1=O,119,94,100,-43,85,111,0,100
CC(=O)C1C2c3ccccc3O[C@@]1(C)N=c1s/c(=C/c3ccoc3)c(=O)n12 (stereo not given in full),103,105,102,-2,85,141,1,104
O=C1NC(=O)C(CCc2ccccn2)(Cc2cccc(Cl)c2Cl)C(=O)N1c1ccc(Br)cc1 (stereo not given),101,91,99,4,109,106,0,103
CCC(C(=O)N1C[C@H]2C[C@@H](C1)c1cccc(=O)n1C2)c1ccccc1 (stereo not given in full),101,97,99,26,102,108,3,95
CCOC(=O)C(O)(c1ccc(N(C)C(=O)COc2ccccc2)cc1)C(F)(F)F (stereo not given),100,96,98,-8,94,107,2,96
O=C(Nc1cccnc1)c1c(O)c2c(n(Cc3ccccc3)c1=O)CCCC2,107,90,91,-12,99,96,0,99
CN1C(=O)NC(=O)C2(Cc3ccccc3N3CCOCC32)C1=O (stereo not given),103,95,97,-3,76,101,0,97
COC(=O)C1=C(c2cccc(OCc3ccccc3)c2)C[C@@H]2CC[C@H]1N2C(=O)NCc1cccc(F)c1,96,100,95,11,110,91,0,94
COP(=O)(CC(=O)O)c1ccccc1 (stereo not given),99,104,110,8,104,93,0,108
Cc1nn(C2CCOC(C)(C)C2)c2c1C(c1ccc3c(c1)OCO3)SCC(=O)N2 (stereo not given),97,109,104,0,92,99,0,98
CC1(C)OC(c2ccccc2)=C/C(=C/C=C2C(=O)NC(=O)NC2=O)O1,100,101,102,1,96,100,4,104
O=C(NCCCn1ccnc1)C(Cl)(Cl)Cl,92,104,99,-11,97,102,0,105
Cc1ccccc1CN1CCN(C(=O)Cc2ccccc2)CC1,100,103,103,9,95,98,0,100
CCCCn1c(=O)c(C(=O)Nc2ccccc2N)c(O)c2ccccc21,93,82,78,-5,105,110,0,102
O=C1CC(=O)N(c2cccc(F)c2)C(=O)N1,100,99,103,5,100,106,1,102
CCCCCn1c(=O)c(C(=O)NCCc2ccccc2)c(O)c2ccccc21,103,108,106,8,101,116,1,106
CC12CN3CC(C)(CN(C1)C31CCSCC1)C2=O,104,105,105,-6,93,109,0,100
CC[N+]12CCC(CC1)C(=C(c1ccccc1)c1ccccc1)C2,102,100,99,-15,95,109,0,102
Cc1ccc(-n2c(C)cc(/C=C3/C(=O)NC(=O)N(Cc4ccco4)C3=O)c2C)cc1,103,104,102,0,99,109,13,107
NP(=O)(OCC(F)(F)F)Oc1ccccc1 (stereo not given),95,93,99,-14,106,97,2,100
CCC(C)n1c(O)c(/C=N/Nc2ccccc2)c(=O)[nH]c1=S (stereo not given),79,100,85,4,97,106,4,99
CC(=Nc1ccc2c(c1)CCC2)c1c(O)n(-c2ccccc2)c(=O)[nH]c1=O,107,104,107,-5,95,95,1,98
Cc1ccc(OP(=O)(Nc2cccc(C)c2)Oc2ccc(C)cc2)cc1,98,96,104,12,87,93,2,100
CN(C)C1(CNC(=O)c2cc(S(=O)(=O)N3CCOCC3)c(Cl)cc2Cl)CCCCC1,108,96,105,7,100,94,0,97
Cn1cccc1C1CCCN1CC(=O)Nc1ccc(C#N)c(Cl)c1 (stereo not given),92,100,101,-6,89,101,1,99
O=C(Cn1ncn2c(cc3cc(F)ccc32)c1=O)N1CCC2(CC1)OCCO2,103,106,105,7,127,100,0,102
COCCn1c(O)c(/C=N/NC(=O)CSC(=S)N2CCCC2)c(=O)[nH]c1=S,84,91,94,19,121,93,0,95
COC(=O)C1=C(c2c(C)noc2C)C[C@@H]2CC[C@H]1N2C(=O)NCCNC(C)=O,99,103,103,-4,104,101,1,101
C[N+](C)(C)CCc1ccc(O)cc1,102,101,101,-26,89,108,0,99
Cc1cc(C)[n+](CCCC[n+]2c(C)cc(C)cc2C)c(C)c1,108,91,89,-10,102,96,2,99
Cc1cnc[nH]1,109,92,103,10,87,96,3,97
Cc1cccc(-n2c(O)c(/C=N/NC(=O)c3ccncc3)c(=O)[nH]c2=O)c1,110,105,106,-27,121,112,0,103
OCC(Cl)CCl (stereo not given),100,71,88,8,111,89,0,97
CC/C(CC(c1ccccc1)c1c(O)c2ccccc2oc1=O)=N\NC(N)=S (stereo not given),102,90,97,19,114,101,2,100
CC(=O)c1c(O)n(-c2cccc(Cl)c2)c(=O)[nH]c1=O (tested in a mixture with another compound),114,100,104,16,113,106,0,103
COC(=O)C1=C(c2ccc(F)cc2F)C[C@@H]2CC[C@H]1N2C(=O)NC1Cc2ccccc2C1,95,94,91,8,114,94,0,101
CC(C)(C)c1ccc(CSc2cnn(C(C)(C)C)c(=O)c2Cl)cc1,88,99,99,12,110,104,2,103
CCOCCN1CCC(OC(C)=O)C(C)C1 (stereo not given),99,96,103,-12,98,103,0,100
COc1ccc(C2CC(c3c(O)n(CCc4ccccc4)c(=O)[nH]c3=O)=NN2)cc1OC (stereo not given),111,105,110,-1,77,101,0,100
Cn1c(=O)cc(OCC(=O)N2CCN(C3CCCCC3)CC2)c2ccccc21,112,105,112,3,100,113,0,108
COC(=O)C1=C(c2ccc(Cl)c(C(F)(F)F)c2)C[C@@H]2CC[C@H]1N2C(=O)NC(C)C,95,98,98,-4,102,94,2,93
O=C1C2CCN(CC2)C1Cc1ccccc1O (stereo not given),116,119,117,-1,90,113,1,113
CCC(C)(C)n1nnnc1C(c1cccs1)N1CC=C(c2ccc(F)cc2)CC1 (stereo not given),115,92,99,6,88,93,0,97
O=C(c1cc2nc(-c3ccccc3)cc(-c3ccccc3)n2n1)N1CCC2(CC1)OCCO2,103,89,/,16,93,94,4,94
COC(=O)C1=C(c2ccc(S(C)(=O)=O)cc2)C[C@@H]2CC[C@H]1N2C(=O)NCCS(C)=O (stereo not given in full),97,97,105,25,98,104,0,105
COc1ccc(N2C(=O)NC(=O)/C(=C/c3ccc(N4CCOCC4)cc3)C2=O)cc1,101,91,95,1,102,89,1,95
CN1C(=O)N(C)C(=O)C2(Cc3cc(NC(=O)c4ccc(F)cc4)ccc3N3CCCC32)C1=O (stereo not given),115,103,91,-5,95,117,1,100
O=C(O)Cn1cc(/C=C2\C(=O)NC(=O)N(Cc3ccco3)C2=O)c2ccccc21,95,103,105,5,113,103,34,105
CC(C)C[C@H](NP(=O)(O)O[C@@H]1O[C@@H](C)[C@H](O)[C@@H](O)[C@H]1O)C(=O)N[C@@H](Cc1c[nH]c2ccccc12)C(=O)O,128,79,84,-3,107,102,0,103
ON1C2CCCCC2N(O)C1c1ccccc1 (stereo not given),101,99,102,-6,106,107,1,96
CC(C)n1cc(C(=O)N(CC(=O)NC2CCCC2)Cc2ccccc2)cn1,107,95,99,3,106,106,0,97
COc1c(O)ccc2c1-c1c3c(cc4c1C(C2)N(C)CC4)OCO3 (stereo not given),93,90,96,-7,100,94,1,97
O=C(CN1CCCCC1)c1ccc2c(c1)OCO2,109,97,109,5,110,105,0,101

# Following part
SMILES,LAP4 TOR yeast,CIT2-GFP yeast,AGP1-GFP MLPCN,VLA-4 inh,Yeast superoxide,MEP2 TOR yeast,GRK2 inh,RPL19A TOR yeast
CN(C)S(=O)(=O)c1cc(C(=O)N2CCC(C(=O)O)(c3ccccc3)CC2)ccc1Cl,93,96,97,26,103,99,0,109
O=C(O)CCn1cc(C=C2C(=O)NC(=S)NC2=O)c(-c2cccc(Cl)c2)n1,87,95,90,-5,128,92,0,91
CCC(=NCC1CCCO1)c1c(O)n(-c2ccccc2C)c(=O)[nH]c1=O (stereo not given),91,89,99,10,110,85,3,93
CC12CN3CC(C)(CN(C1)C3c1cccs1)C2=O (stereo not given),104,113,110,-3,95,116,2,108
CN1CCC(n2nccc2N)CC1,/,93,96,-5,99,96,8,97
COc1cccc(C(=O)C2CCCN(Cc3ccc(F)cc3)C2)c1 (stereo not given),95,103,100,3,113,105,2,102
C[C@]12C[C@H](O)[C@@H](O)CC1=CCC1C2CC[C@@]2(C)C1CC[C@@H]2O (stereo not given in full),103,100,93,3,75,87,1,94
COC(=O)C1(C(=O)O)Cc2cc([N+](=O)[O-])ccc2N2CCCC21 (stereo not given),94,99,97,11,91,106,3,105
CC(C)n1c(=O)c(C=Nc2ccc(F)cc2)c(O)n(Cc2ccco2)c1=O,91,99,98,-1,96,99,0,101
CCOP(=O)(OCC)C(NC(=O)c1cccc([N+](=O)[O-])c1)C(Cl)(Cl)Cl (stereo not given),106,103,110,-5,104,102,1,106
CN(c1ccccc1)c1ccc([N+](=O)[O-])c2nonc12,94,108,98,-7,110,105,0,106
O=C(O)CCn1cc(C=C2C(=O)NC(=O)NC2=O)c(-c2cc3ccccc3oc2=O)n1,114,99,99,-18,84,106,5,94
Cc1ccc(N/N=C/c2c(O)n(-c3ccccc3)c(=O)[nH]c2=O)cc1,95,99,97,0,122,99,0,100
CCC(C)n1c(O)c(C(c2ccccn2)c2c(O)n(C(C)CC)c(=S)[nH]c2=O)c(=O)[nH]c1=S (stereo not given),92,99,105,3,90,101,0,98
c1ccc2sc(NC3=NCCN3)nc2c1,99,97,93,8,101,95,0,100
O=C(C(=O)N1CCOCC1)c1cn(Cc2ccc(F)cc2)c2ccccc12,102,98,101,-6,99,95,2,95
O=C(C1CC(c2ccccc2O)=NO1)N1CCC2(CC1)OCCO2 (stereo not given),106,108,104,-3,99,103,2,105
O=C1CN=C(c2ccc(Cl)cc2)c2oc3ccccc3c2N1,100,116,110,5,106,92,0,94
Cc1nc2ccccc2c(=O)n1-c1ccccc1C(F)(F)F,101,91,97,21,118,103,0,96
COc1cccc(CCNCc2ccc(SC)cc2)c1,79,111,88,1,104,102,0,110
